# ASM inhibitor: blocks human secretory acid sphingomyelinase; Potency, µM (highest dose often 57.5 µM), without a hit: at the top dose activity change, negative = inhibition, actives largely listed as inhibitors; 340,000 tested, 0.006% active; AID 504937; P17405; placental ASM, HMU-PC fluorogenic substrate, 60 min; note: potency is the fitted concentration of half-maximal effect
#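 Human placenta-derived ASM preincubated with compound 10 min at room temperature, then reacted with 9 uM (final) fluorogenic HMU-PC substrate for 60 min at 37 C. Stop solution raises pH to 10; fluorescence read at Ex 386/Em 447 nm.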
# A-T KAP1 phos: potential ataxia-telangiectasia treatment | […] A-T fibroblasts, KAP-1 phosphorylation AlphaLISA; neocarzinostatin DNA damage 30 min before lysis | Potency, µM (doses to about 57.5 µM), for inactives: at the highest dose activation, usual class: activators | 320,000 tested, 0.19% active; note: potency is the fitted concentration of half-maximal effect; % of control where 0% means no effect; nearly all actives have a fitted effect of over 45% in size
#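 hTERT-immortalized A-T patient fibroblasts ([…]), 500 cells/well in OPTI-MEM, 1% FBS, got compounds for 60 min, then NCS for 30 min at 37C. Lysates were then assayed for phospho-KAP-1 by AlphaLISA (anti-pKAP1 donor, anti-KAP1 acceptor beads), 6 hr at 25C.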
# ELG1 repair inh: inhibitors of ELG1-dependent DNA repair in HEK293T cells; HEK293T ELG1-luciferase reporter, luminescence, 16 h; DNA damage induced by 5-fluorouridine; Potency, µM (top dose mostly 46.1 µM), for the others: top-dose activity change, negative = inhibition, actives largely listed as inhibitors; 330,000 tested, 2.3% active; AID 504467; note: potency is the fitted concentration of half-maximal effect; % is set by controls: 0 for no effect and ±100 for the full control effect; nearly all actives have a fitted effect of over 55% in size
#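 Step one: seed 2,000 cells per well. Step two: pin-transfer compound or DMSO alongside 5-fluorouridine. Step three: incubate 16 hr, 37 °C, 5% CO2. Step four: add ONE-Glo, wait 30 min, read luminescence.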
# Tb PFK block: inhibitors of T. brucei phosphofructokinase; Potency, µM (doses to about 57.5 µM), inactives show at the highest dose activity, negative = inhibition, most hits filed as inhibitors; 330,000 tested, 0.17% active; T. brucei PFK, ADP-Glo luminescence; O15648; AID 485367;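 note: potency is the fitted concentration of half-maximal effect; 0% = uninhibited 1x PFK enzyme wells and -100% = no-enzyme wells; nearly all actives have a fitted effect of over 60% in size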
# Target sequence (O15648 whole entry, looked up): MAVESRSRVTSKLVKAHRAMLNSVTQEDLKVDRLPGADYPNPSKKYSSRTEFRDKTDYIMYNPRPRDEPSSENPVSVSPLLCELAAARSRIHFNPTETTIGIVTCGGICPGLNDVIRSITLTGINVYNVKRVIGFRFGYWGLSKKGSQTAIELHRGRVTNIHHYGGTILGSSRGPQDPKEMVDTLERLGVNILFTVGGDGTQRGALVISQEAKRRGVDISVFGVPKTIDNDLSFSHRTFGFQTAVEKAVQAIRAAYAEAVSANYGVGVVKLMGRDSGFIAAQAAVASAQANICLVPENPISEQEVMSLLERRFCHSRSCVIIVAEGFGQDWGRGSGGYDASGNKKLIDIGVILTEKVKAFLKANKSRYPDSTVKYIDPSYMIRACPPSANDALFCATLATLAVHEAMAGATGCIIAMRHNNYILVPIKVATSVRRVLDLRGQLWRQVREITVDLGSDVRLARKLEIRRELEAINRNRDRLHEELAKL
#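 ADP-Glo luminescence quantified ADP after 45 min at room temperature, with 1.25 nM T. brucei PFK, 0.1 mM ATP and 0.5 mM fructose-6-phosphate in pH 8.0 TEA buffer. qHTS titrations up to 57 µM; curves classified by quality.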
# BCR signal inh: inhibitors of chronic active B-cell receptor signaling | ABC-DLBCL IkBa-CBG/CBR reporter, luminescence ratio, 4 h | Potency, µM (highest dose often 46.1 µM), for the others: top-dose ratio change, negative = lower green/red ratio, actives largely listed as inhibitors | 340,000 tested, 0.05% active; active = well fitted inhibition curve with a large enough effect in the signal ratio, with a control signal flat, not every such curve was filed as active; inconclusive = small, poorly fitted or top-dose-only effect, or effect the other way, or a change in a side signal; the % refers to the signal ratio;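 note: potency is the fitted concentration of half-maximal effect; plate controls were basal doxycycline-induced cells for no effect and cells given 10 µM MG132 for full effect; MG132 reads +100%, hits lower the ratio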
#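 Concentration-response series (up to 46 uM) were applied to TMD8 dual-reporter cells for 4 h at 37C with doxycycline. Green/red ratio, after filter-overlap correction, defined %Activity; red signal alone was normalised to basal cells and zero luminescence.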
# Eya2 phos inh: Eya2 (human) phosphatase inhibition; O00167; AID 488837; Potency, µM (doses to about 76.9 µM), inactives show at the top dose activity, negative = inhibition, usual class: inhibitors; 330,000 tested, 0.006% active; recombinant Eya2, OMFP fluorescence dephosphorylation (OMFP is methylfluorescein phosphate); note: potency is the fitted concentration of half-maximal effect; % is set by controls: 0 for no effect and ±100 for the full control effect
#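 Eya2 (0.2 uM) preincubated 10 min at ambient with compound, then OMFP substrate added at 50 uM; 10 min reaction in 50 mM HEPES pH 7.5, 50 mM NaCl, 5 uM MgCl2, 0.05% BSA, 1 mM DTT. Fluorescence read at Ex 485/Em 525 nm.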
# Mito fusion act: inhibitors of mitochondrial division or activators of mitochondrial fusion; S. cerevisiae fusion-defective mutant growth rescue, CellTiterGlo 48 h; Potency, µM (top dose mostly 46.1 µM), without a hit: at the highest dose growth rescue (activation), most hits filed as activators; 320,000 tested, 0.23% active;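 note: potency is the fitted concentration of half-maximal effect; % of control where 0% means no effect; nearly all actives have a fitted effect of over 45% in size; temperature-sensitive fusion mutants such as fzo1-1 at 37 °C on non-fermentable ethanol glycerol medium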
#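 S. cerevisiae fusion-defective temperature-sensitive mutants (e.g. fzo1-1, mgm1-5) grown 48 h at 37C in YPEG (ethanol/glycerol non-fermentable) medium with 23 nl compound per well; growth rescue read as CellTiterGlo luminescence.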
# TCR act: activates T cell receptor signaling | primary human leukocytes, anti-CD3, IL-2 HTRF, 48 h | Potency, µM (titrated, usually from 9.22 µM), inactives show top-dose activation of IL-2 secretion, most hits filed as activators | 330,000 tested, under 10 active | AID 504894; note: % of control where 0% means no effect
#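 Using a-CD3 beads without co-stimulation, primary human leukocytes were exposed to compounds for 48 hr. An HTRF IL-2 kit measured the cytokine, with europium-to-d2 energy transfer producing emission at 665nm upon 320nm excitation.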
# PTAP TSG101 blk: blocks PTAP/TSG101 interaction to inhibit HIV-1 budding | Q99816 | Fluorescence polarization, FITC-PTAP peptide / Tsg101 binding | Potency, µM (top dose mostly 115 µM), inactives show at the top dose activity change, negative = inhibition, most hits filed as inhibitors | 340,000 tested, under 10 active; active = well fitted inhibition curve with a large enough effect in the main read-out, with a control signal flat, not every such curve was filed as active; inconclusive = small, poorly fitted or top-dose-only effect, or effect the other way, or a change in a side signal; inactive = no such curve, though single readings can be large or run the other way; note: potency is the fitted concentration of half-maximal effect; % of control where 0% means no effect
# Target sequence (Q99816 whole entry, looked up): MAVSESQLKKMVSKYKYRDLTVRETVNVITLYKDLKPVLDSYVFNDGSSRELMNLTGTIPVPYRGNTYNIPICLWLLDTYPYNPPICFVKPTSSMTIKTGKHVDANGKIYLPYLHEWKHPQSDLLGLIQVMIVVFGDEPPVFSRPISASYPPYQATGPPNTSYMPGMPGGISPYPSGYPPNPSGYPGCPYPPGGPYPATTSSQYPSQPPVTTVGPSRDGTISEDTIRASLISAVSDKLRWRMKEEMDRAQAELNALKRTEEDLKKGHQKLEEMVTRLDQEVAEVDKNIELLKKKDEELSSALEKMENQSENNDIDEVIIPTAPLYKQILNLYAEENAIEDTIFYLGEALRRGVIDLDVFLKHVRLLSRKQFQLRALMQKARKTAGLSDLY
#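 Compounds were pin-transferred onto Tsg101 binding domain (10 uM final) in HEPES pH 7.5 buffer, then FITC-PTAP peptide was added at 50 nM final. After 20 min at RT, polarization reported peptide displacement across a qHTS concentration series.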
# Integrin act MD: integrin-mediated muscular dystrophy alleviation activation; Potency, µM (doses to about 38.3 µM), for the others: at the highest dose activation, actives largely listed as activators; 350,000 tested, 0.064% active; alpha7betagal myoblasts, beta-gal FDG fluorescence, 48 h;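 note: potency is the fitted concentration of half-maximal effect; 100% = response of the positive control SU9516; nearly all actives have a fitted effect of over 60% in size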
#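 alpha7betagal+/- myoblasts (passage 13, 250/well) treated 48 h at 37C with compounds at 1:260 dilution of DMSO stock. Lysed, then beta-galactosidase activity read as FDG fluorescence (ex 480/em 540) after 30 min, with pre-read for autofluorescence.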
# TSHR antagonist: antagonists of human thyroid stimulating hormone receptor; activity change, negative = inhibition, % at 11.5 µM; 330,000 tested, 0.2% active; TSHR-expressing cells, TSH-stimulated cAMP HTRF, 2 h; active compounds read low; P16473;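 active = activity change below a set negative limit, meaning inhibition stronger than a set level, cut at about -70% in these data; inconclusive = activity change between two set negative limits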; note: % is set by controls: 0 for no effect and ±100 for the full control effect
#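 Read-out is FRET at 665 nm (cryptate excitation 337 nm) from a cryptate-tagged anti-cAMP antibody, competed by cell cAMP against cAMP-d2. Compounds are tested on freshly harvested TSHR cells challenged with 4nM TSH (EC80) for 2 hours at 37 deg C.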
# Starred values were filed as active, the others as inactive; ? = inconclusive; . = not tested or not shown; [ ] = dose if it differs, or a comment. Unless noted, calls come from the whole dose curve; as a rule, active = well fitted curve in the direction sought with a large enough effect; inconclusive = small, poorly fitted or top-dose-only effect, or another doubt; inactive = no such curve, though single readings can be large; an effect the other way counts as inactive or inconclusive.
item	Molecule	ASM inhibitor	A-T KAP1 phos	ELG1 repair inh	Tb PFK block	BCR signal inh	Eya2 phos inh	Mito fusion act	TCR act	PTAP TSG101 blk	Integrin act MD	TSHR antagonist
1	CCc1ncc(C(=O)c2ccc(OC)cc2)n1C	3%	-6%	5%	5%	2%	-13%	1%	.	-8%	4%	7
2	Nc1nccnc1C(=O)N/N=C/c1ccco1	13%	-12%	?	-2%	?	9%	-5%	2%	-3%	?	-5
3	Cc1nnc(SC(C)C(=O)NC2CCCCC2)s1 (configuration not stated)	0%	-3%	12%	-3%	0%	-17%	1%	3%	-4%	14%	-5
4	O=[N+]([O-])c1ccc(S(=O)(=O)NCC(c2cccnc2)N2CCc3ccccc3C2)cc1 (configuration not stated)	-3%	6%	18%	-1%	-14%	13%	8%	.	0%	-12%	-13
5	CCn1c(SCC(=O)Nc2sc(C)c(C)c2C#N)nnc1C1CC1	2%	-4%	?	-20%	?	-8%	1%	4%	-3%	26%	11
6	O=C(COC(=O)c1cccs1)Nc1ccc(Cl)cn1	-1%	6%	?	0%	5%	2%	.	-1%	-1%	-21%	-10
7	O=[N+]([O-])c1nn(-c2ccc3c(c2)OCCO3)n(O)c1=NC1CCCC1	-3%	0%	?	2%	?	6%	13%	0%	0%	21%	4
8	c1ccc2c(c1)OCCOCCOCCOCCOCCOc1ccccc1OCCOCCOCCO2	4%	3%	?	8%	3%	-1%	26%	-6%[46.1 µM]	-4%	-54%[inhibitor]	8
9	CCCCCC(O)(c1ccccc1)C(CN1CCOCC1)c1ccccc1 (configuration not stated)	1%	32µM*	?	0%	-1%	?	7%	5%	-5%	0%	-7
10	Cc1ccc(/C=C/C(=O)c2c(C)cc(C)[nH]c2=O)cc1	-2%	7%	21µM*	-2%	?	7%	-5%	1%	-5%	-51%[inhibitor]	-1
11	COc1cccc(C2c3[nH]c4ccccc4c3CCN2Cc2cnn(C)c2)c1 (configuration not stated)	42%[activator]	-6%	?	0%	-12%	-1%	-2%	0%	-10%	15%	5
12	O=C(COC(=O)c1ccccc1Br)Nc1ccc(F)cc1	0%	4%	?	-4%	?	-26%	-3%	-6%	-5%	31%	-6
13	Cc1ccccc1-c1nnc(-c2ccccc2C)o1	-3%	3%	?	-7%	1%	6%	7%	0%[46.1 µM]	-2%	-23%	-22
14	CCc1cccc(NC(=O)COc2ccccc2)c1	-1%	6%	?	-8%	?	-7%	4%	1%	-5%	9%	-10
15	O=C(O)c1ccc(S(=O)(=O)N2CCC(c3nc(-c4ccccc4Cl)no3)CC2)cc1	2%	-2%	-3%	4%	3%	-13%	3%	.	-1%	32%[7.66 µM]	-15
16	Cn1cc(CN2CCCC(C(=O)c3nccn3C)C2)c(-c2cccc(Cl)c2)n1 (configuration not stated)	3%	-4%	-4%	1%	-1%	4%	2%	1%	-5%	-4%	5
17	COc1ccc(N2C(=O)CSCC2=O)cc1OC	0%	-5%	-8%	-3%	3%	-17%	1%	0%	-2%	0%	-9
18	COc1ccc(C)cc1NC(=O)COC(=O)c1ccc2c(c1)OCCO2	-1%	-3%	10%	-1%	0%	0%	-1%	-2%	1%	27%	-6
19	O=C(COC(=O)CC12CC3CC(CC(C3)C1)C2)Nc1cccnc1Cl	-3%	7%	?	2%	?	-14%	28%	1%	-3%	0%	-6
20	CC(C)CNC(=O)COc1ncnc2sccc12	3%	-2%	-11%	4%	6%	8%	4%	0%	-5%	-13%	-1
21	O=C(Nc1ccccc1)c1cn2ccccc2n1	1%	1%	?	-2%	?	9%	-4%	4%	7%	14%	22
22	O=C(NCc1ccon1)c1ccc(OC2CCN(CCc3ccccc3)CC2)cc1	4%	-1%	0%	1%	-1%	-2%	2%	1%	0%	-55%[inhibitor]	12
23	C=CCn1c(SCc2c(F)c(F)c(F)c(F)c2F)nc(O)cc1=O	5%	-1%	-6%	-3%	3%	0%	1%	-4%	-2%	-14%	-15
24	CC(=O)Nc1nc2ccccc2n1CCN(C)C	2%	13%	-3%	-2%	0%	18%	-2%	0%	-3%	3%	-8
25	COC(=O)CN(c1ccc(OCc2ccccc2)cc1)S(C)(=O)=O	-1%	2%	14%	0%	1%	-1%	-3%	4%	-5%	19%	-12

# Next section, starting with the last six of the part before.
item	Molecule	ASM inhibitor	A-T KAP1 phos	ELG1 repair inh	Tb PFK block	BCR signal inh	Eya2 phos inh	Mito fusion act	TCR act	PTAP TSG101 blk	Integrin act MD	TSHR antagonist
20	CC(C)CNC(=O)COc1ncnc2sccc12	3%	-2%	-11%	4%	6%	8%	4%	0%	-5%	-13%	-1
21	O=C(Nc1ccccc1)c1cn2ccccc2n1	1%	1%	?	-2%	?	9%	-4%	4%	7%	14%	22
22	O=C(NCc1ccon1)c1ccc(OC2CCN(CCc3ccccc3)CC2)cc1	4%	-1%	0%	1%	-1%	-2%	2%	1%	0%	-55%[inhibitor]	12
23	C=CCn1c(SCc2c(F)c(F)c(F)c(F)c2F)nc(O)cc1=O	5%	-1%	-6%	-3%	3%	0%	1%	-4%	-2%	-14%	-15
24	CC(=O)Nc1nc2ccccc2n1CCN(C)C	2%	13%	-3%	-2%	0%	18%	-2%	0%	-3%	3%	-8
25	COC(=O)CN(c1ccc(OCc2ccccc2)cc1)S(C)(=O)=O	-1%	2%	14%	0%	1%	-1%	-3%	4%	-5%	19%	-12
26	COc1cccc(-n2nnc3c(=O)n(Cc4ccc(Cl)cc4)cnc32)c1	-2%	6%	1%	2%	0%	6%	1%	0%	-2%	7%	1
27	Cc1ccc(/C=C2\SC(=S)N(Cc3ccccc3)C2=O)o1	-5%	-12%	19%	-7%	6%	4%	-1%	-4%	-3%	13%[7.66 µM]	1
28	CCOc1ncccc1C(=O)N(C)CC1COc2ccccc2O1 (configuration not stated)	1%	0%	-1%	1%	0%	-24%	-8%	0%	1%	?	8
29	O=c1[nH]cnc2c1C1(CCCC1)Cc1ccccc1-2	-2%	-3%	10%	-1%	?	-17%	5%	0%	-2%	32%	-11
30	O=C(c1ccncc1)c1ccc([N+](=O)[O-])cc1	4%	-3%	-6%	1%	?	-9%	4%	7%	-2%	0%	-3
31	CCCCS(=O)(=O)Nc1ccc(Cc2ccncc2)cc1	0%	8%	-5%	-7%	-3%	3%	5%	-3%	-4%	17%	-5
32	CC1CCCCC1NC(=O)COCc1cc(-c2cccs2)on1 (configuration not stated)	0%	2%	12%	-2%	0%	-4%	?	8%	-1%	-30%	6
33	COC(=O)c1ccccc1NC(=O)CN1CCC(n2nnc3cc(C)ccc32)CC1	.	-23%	0%	-1%	-2%	-11%	-2%	.	.	.	.
34	Cc1nc(-c2ccccc2)sc1C1(C)CC(c2ccc([N+](=O)[O-])cc2)=NO1 (configuration not stated)	-10%	-23%	0%	0%	0%	-3%	-16%	-1%	-1%	33%	1
35	COc1ccccc1N(CC(=O)NCc1ccc2c(c1)OCO2)C(=O)CCC(=O)Nc1nccs1	0%	5%	-9%	-2%	0%	7%	-1%	0%	0%	-44%	0
36	C[C@H](CO)N1C[C@H](C)[C@@H](CN(C)Cc2ccc(Cl)c(Cl)c2)Oc2c(NC(=O)CCC(F)(F)F)cccc2C1=O	-18%	0%	0%	-2%	?	-21%	.	4%	-5%	-18%	2

# Source: PubChem BioAssay (National Center for Advancing Translational Sciences (NCATS))
